Compound activity deposited in PubChem by National Center for Advancing Translational Sciences (NCATS).
SMN2 splice up – increases expression of the SMN2 splice variant; HEK293 SMN2-luciferase splicing reporter, luminescence, 30-36 h; Potency, µM (highest dose often 46.1 µM), without a hit: at the top dose activity change, positive = activation, most hits filed as activators; 2.8% of 210,000 active; AID 1458; also: potency is read from the fitted curve at half-maximal effect; % of control where 0% means no effect; nearly all actives have a fitted effect of over 55% in size
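HEK293 cells carry an SMN2 minigene-luciferase reporter in which exon 7 inclusion puts luciferase in frame. Cells were seeded at 2000 cells/well, attached for 10-12 hours, then exposed to compounds for 30-36 hours at 37C before ONE-Glo luminescence.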
HTT cytoprotect – Huntington cell model cytoprotection by ATP luminescence; PC12 HTT-Q103 induced, cytoprotection, ATP luminescence, 40 h; AID 1471; Potency, µM (highest dose often 56.4 µM), inactives show cytoprotection (ATP increase), actives largely listed as activators; 0.14% of 230,000 active;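 also: potency is read from the fitted curve at half-maximal effect; % of control where 0% means no effect; nearly all actives have a fitted effect of over 45% in size; toxic huntingtin expression switched on by the ecdysone agonist tebufenozide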
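Quantitative HTS on tebufenozide-induced (100 nM) PC12 cells expressing HTTQ103 exon 1–GFP; compounds tested as a concentration series; survival measured via cellular ATP.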
Lamin A splicing – changes lamin A minigene splicing in HeLa cells; HeLa LMNA splicing GFP/RFP minigene ratio, 48 h; Potency, µM (top dose mostly 46.1 µM), for inactives: at the highest dose ratio change, negative = inhibition, hits mostly inhibitors; 0.01% of 200,000 active; AID 1487; active = well fitted inhibition curve with a large enough effect in the signal ratio, with a control signal flat, not every such curve was filed as active; inconclusive = small, poorly fitted or top-dose-only effect, or effect the other way, or a change in a side signal; the % refers to the signal ratio; also: potency is read from the fitted curve at half-maximal effect; % is scaled to controls: 0 for no effect and ±100 for the full control effect
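S3 HeLa stable clones carrying a lamin A-EGFP splicing minigene plus DsRed2 were seeded at 600 cells/well in Opti-MEM with 2% FBS, pin-dosed and incubated 48 h at 37°C. Acumen cytometry (488 nm) gave the GFP/RFP total-intensity ratio.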
IMPase Li cell – membrane-permeable IMPase blocker, potentiated with lithium; CHO-M1 cells, IP1 TR-FRET (IP-One), carbachol + lithium; Potency, µM (titrated, usually from 59.4 µM), without a hit: top-dose activity, negative = IMPase inhibition, most hits filed as inhibitors; 0.35% of 210,000 active; AID 1457;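 also: IP1 builds up when IMPase is blocked and the TR-FRET signal falls; potency is read from the fitted curve at half-maximal effect; plate controls were basal vehicle for no effect and high inhibitor control for full effect; nearly all actives have a fitted effect of over 50% in size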
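Steps: plate 2000 CHO-M1 cells per well and culture 16–30 h; add compound and lithium; incubate 30 min, 37C; add d2-IP1 tracer and Eu cryptate anti-IP1 antibody in lysis buffer; read after 10 min at room temperature.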
CBFb RUNX1 block – CBF-beta/RUNX1 interaction disruption; AlphaScreen CBFb-His/RUNX1-biotin binding, biochemical; AID 1477; Potency, µM (series often up to 59.8 µM), for inactives: top-dose activity, negative = inhibition, usual class: inhibitors; Q01196+Q13951; 230,000 tested, under 10 active; also: % of control where 0% means no effect
Target sequence (Q01196 whole entry, looked up): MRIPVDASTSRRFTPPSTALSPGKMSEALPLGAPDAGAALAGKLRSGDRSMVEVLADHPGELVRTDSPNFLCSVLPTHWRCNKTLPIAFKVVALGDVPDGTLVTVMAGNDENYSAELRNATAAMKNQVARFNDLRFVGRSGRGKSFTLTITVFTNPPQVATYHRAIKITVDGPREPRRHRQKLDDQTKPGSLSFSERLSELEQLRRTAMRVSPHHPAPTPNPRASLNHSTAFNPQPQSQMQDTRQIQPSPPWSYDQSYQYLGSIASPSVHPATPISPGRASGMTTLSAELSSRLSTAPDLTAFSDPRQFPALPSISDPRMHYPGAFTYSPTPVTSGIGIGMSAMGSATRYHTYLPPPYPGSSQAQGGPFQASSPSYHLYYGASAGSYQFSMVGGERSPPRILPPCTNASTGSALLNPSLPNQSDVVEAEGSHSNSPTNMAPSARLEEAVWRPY
Target sequence (Q13951 whole entry, looked up): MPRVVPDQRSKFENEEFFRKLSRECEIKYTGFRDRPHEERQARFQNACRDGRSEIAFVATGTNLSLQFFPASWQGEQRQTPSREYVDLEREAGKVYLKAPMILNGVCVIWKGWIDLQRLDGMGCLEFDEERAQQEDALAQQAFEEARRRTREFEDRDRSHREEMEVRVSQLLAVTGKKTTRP
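Bead-based AlphaScreen assay; binding partners His-tagged CBF-beta and biotinylated RUNX1 at 30 nM each. Compound exposure 15 min after a 20-min protein preincubation; bead step 90 min; all steps at room temperature.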
HttQ103 aggreg – mutant huntingtin aggregation inhibition. PC12 HttQ103-GFP aggregates, Acumen cytometry, 40 h. Potency, µM (top dose mostly 46.1 µM), inactives show at the top dose activity change, negative = inhibition, most hits filed as inhibitors. 1.1% of 220,000 active. AID 1688; also: potency is read from the fitted curve at half-maximal effect; % is scaled to controls: 0 for no effect and ±100 for the full control effect; nearly all actives have a fitted effect of over 60% in size
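PC12/HTTQ103-GFP, ecdysone-inducible; teb 100 nM; cpd qHTS titration; GFP aggregates read on laser cytometer, Ex 488/Em 500-530 nm.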
KinaseGlo FLuc – Kinase-Glo luciferase inhibition (counter-screen); Q27757; Kinase-Glo luciferase, ATP luminescence, 8 min; 0.28% of 200,000 active; Potency, µM (highest dose often 38.3 µM), for the others: top-dose activity change, negative = inhibition, hits mostly inhibitors; also: potency is read from the fitted curve at half-maximal effect; % is scaled to controls: 0 for no effect and ±100 for the full control effect; nearly all actives have a fitted effect of over 60% in size
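Recombinant Kinase-Glo luciferase, 10 uM ATP (linear range), luciferin; imidazole pH 7.2 / KCl / MgCl2 / Tween / BSA buffer; 8 min RT; luminescence.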
Active calls of the source: *; ? = inconclusive; · = not tested or not shown; & = joins results of further samples; [ ] = another dose, or the depositor's remark. Unless noted, calls follow the shape of the dose curve; as a rule, active = well fitted curve in the direction sought with a large enough effect; inconclusive = small, poorly fitted or top-dose-only effect, or another doubt; inactive = no such curve, though single readings can be large; an effect the other way counts as inactive or inconclusive.

(1) CC(NC(=O)CC1Sc2ccccc2NC1=O)c1ccccc1 (configuration not stated)
(2) CCN(c1ccc(C)c(C)c1)S(=O)(=O)c1ccc2c(c1)CCN2C(=O)CCC(=O)O
(3) COc1ccc2oc(=O)c(-c3csc(Nc4cccc(O)c4)n3)cc2c1
(4) O=S1(=O)N=CN(Cc2cccc(F)c2)c2ccccc21
(5) COc1ccc(C2Cc3ccccc3C(=O)O2)cc1 (configuration not stated)
(6) CCCCC(=O)Nc1cccc(-c2csc(-c3ccccc3)n2)c1
(7) COCn1c(=O)c2c(nc(SC3=NCCS3)n2Cc2ccccc2C)n(COC)c1=O
(8) CCC(=O)N1CCc2cc(S(=O)(=O)NCCC(=O)NC3CCCc4ccccc43)ccc21 (configuration not stated)
(9) O=C(N/N=C/c1cc(Br)cc(Br)c1O)c1ccncc1
(10) O=C(COC(=O)/C=C/c1ccccc1Cl)NCCc1ccc(Cl)cc1Cl

assay / compound,1,2,3,4,5,6,7,8,9,10
SMN2 splice up,-14%,-13%,?,-8%,12%,?,-6%,-19%,-41%[inhibitor],9%
HTT cytoprotect,·,-14%,6%[10 µM],-6%,·,-14%[10 µM],-13%,-30%,-7%[10 µM],-35%[10 µM]
Lamin A splicing,·,-7%,?,6%,?,?,4%,?,?,-18%
IMPase Li cell,0%,31%[38.3 µM],14%,2%[38.3 µM],-8%,2%,22%[38.3 µM],0%[38.3 µM],-12%,-5%
CBFb RUNX1 block,4%,-3%,11%,0%,12%,?,-1%,-2%,-28%,1%
HttQ103 aggreg,-5%,21%,?,0%,-13%,-12%,8%,2%,?,-4%
KinaseGlo FLuc,1%,0%,-2%,-6%,1%,2%,-8%,-5%,4%,5%

(11) O=C1CC(=O)N(CCc2ccc(F)cc2)C(=O)N1
(12) CN(C1CCS(=O)(=O)C1)S(=O)C12CC3CC(CC(C3)C1)C2 (configuration not stated)
(13) Cc1ccccc1OCc1nc2ccccc2c(=O)n1/N=C/c1cn[nH]c1-c1ccc(Br)cc1
(14) COc1cccc(Nc2nc(N)nc(CCl)n2)c1
(15) N#CCCSCc1ccc2oc(C(=O)O)cc2c1
(16) CN1CCN(C2=Nc3cc(F)ccc3Cc3ccccc32)CC1
(17) NCCCCCc1cnc[nH]1
(18) O=C(/C=C/c1c[nH]c2ccccc12)c1ccccc1
(19) O=C(COC(=O)c1cc(-c2ccco2)nc2ccccc12)NCc1ccc2c(c1)OCO2
(20) O=C(O)[C@H]1CCCNC1

assay / compound,11,12,13,14,15,16,17,18,19,20
SMN2 splice up,-6%,2%,-14%,·,·,-19%,·,10µM*,-17%,·
HTT cytoprotect,11%,-16%[10 µM],·,11%[10 µM],-11%[0.074 µM],11%&-31%,0.79µM*,-28%[10 µM],9%[10 µM],-13%
Lamin A splicing,3%,-4%,?,·,1%,7%[46 µM],·,?,-10%,·
IMPase Li cell,3%[38.3 µM],-3%,-5%,·,15%[38.3 µM],23%,-5%,12%,2%,12%
CBFb RUNX1 block,1%,-2%,1%,2%,-7%,8%&6%,-11%,?,-3%,0%[21.7 µM]
HttQ103 aggreg,22%,15%,2%,-18%[9.22 µM],17%,-6%,·,18%,3%,·
KinaseGlo FLuc,1%,0%,1%,·,-2%,·,0%[39.9 µM],-1%,0%,1%

(21) C/C(=N/OCC(=O)Nc1ccccc1)c1cccs1
(22) FC(F)(F)c1cc(-c2ccco2)nc(-n2cnc3ccccc32)n1
(23) Cc1cc(Nc2ccc(N=Nc3ccc(O)c4ncccc34)cc2)nc(C)n1
(24) CC(=O)c1nn(-c2ccc(Br)cc2)cc1C(=O)c1ccccc1
(25) CSc1ccccc1C(=O)NCc1ccccc1
(26) COc1cc(C(=O)NCCN2C(=O)S/C(=C\c3ccc(F)cc3)C2=O)ccc1OCC(=O)N1CCOCC1
(27) O=C(CN(Cc1ccccc1Cl)C(=O)c1ccc(CN2CCOCC2)o1)NCc1ccccc1
(28) CCOC(=O)/C=C1\SCC(=O)N1CC(=O)c1ccc[nH]1
(29) CCCc1cc(=O)[nH]c(SCC(=O)Nc2ccc(OC(F)F)cc2)n1
(30) O=C(Nc1cc([N+](=O)[O-])ccc1F)C1CC1

assay / compound,21,22,23,24,25,26,27,28,29,30
SMN2 splice up,-17%,-3%,17%[9.22 µM],-18%,8%,·,-12%,-1%,-21%,10%
HTT cytoprotect,7%,-7%,0%[10 µM],·,-17%,17%[10 µM],-15%[10 µM],6%,-21%,-9%[10 µM]
Lamin A splicing,11%,14%,·,0%,·,·,-3%,1%,13%,9%
IMPase Li cell,0%[38.3 µM],-11%[38.3 µM],16%,-5%,2%,·,3%[38.3 µM],5%[38.3 µM],2%[38.3 µM],7%
CBFb RUNX1 block,6%,6%,·,1%,-6%,2%,3%,-13%,7%,10%
HttQ103 aggreg,21%,7%,·,?,13%[9.22 µM],7%[9.22 µM],2%,1%,-8%,-2%
KinaseGlo FLuc,-2%,-3%,-3%[7.66 µM],4%,-1%,·,2%,0%,-4%,1%

(31) C=CCNC(=S)NC1CC(C)(C)NC(C)(C)C1
(32) CN1C(C(=O)NCc2ccc(OC(F)(F)F)cc2)CC2Cn3c(nc4ccccc43)C21 (configuration not stated)
(33) Cc1ccc(-c2nc3ncccc3o2)cc1NC(=S)NC(=O)c1ccco1
(34) CCC(C)(C)NC(=O)c1ccc2c(c1)OCCO2
(35) CN(C)S(=O)(=O)c1ccc(Cl)c(-c2nnc3n2CCCCC3)c1
(36) CC(C)(C)OC(=O)N1CCCN(C(=O)Nc2ccccc2)CC1
(37) O=C(Nc1ccc(Cl)cc1)Nc1nc(-c2ccccc2)cs1
(38) COc1ccccc1N(CN1CCCC1=O)C(=O)c1c(F)cccc1Cl
(39) O=C(c1cc(C2CC2)nc2ccc(Br)cc12)N1N=C(C(F)F)CC1(O)C(F)F (configuration not stated)
(40) COc1ccc(-c2nc(NC(=O)c3ccccc3)sc2-c2ccc([N+](=O)[O-])cc2)cc1

assay / compound,31,32,33,34,35,36,37,38,39,40
SMN2 splice up,-22%,·,-52%[inhibitor],24%,5%,·,-3%,-11%,54%,-13%
HTT cytoprotect,5%[10 µM],-13%[10 µM],·,-54%[inhibitor][10 µM],-27%,2%[10 µM],10%,7%[1.9 µM],-15%[10 µM],-18%
Lamin A splicing,5%,·,·,5%[46 µM],-15%[46 µM],·,·,-11%,1%,0%
IMPase Li cell,-2%,·,4%,11%,8%,·,3%,27%[38.3 µM],-9%,-19%[38.3 µM]
CBFb RUNX1 block,6%,15%,?,8%,3%,2%,-1%,-3%,-3%,-11%
HttQ103 aggreg,12%,6%[9.22 µM],5%,11%,-26%,-6%[9.22 µM],-7%,-6%,?,-27%
KinaseGlo FLuc,-2%,·,2%,0%,5%,·,-5%,-2%,1%,3%

(41) O=C(COC(=O)c1ccc[nH]c1=O)NCC1CCCO1 (configuration not stated)
(42) C/C(=N\NC(=O)COc1ccc(C(C)(C)C)cc1)c1ccc(OC(F)F)cc1
(43) C(=N/n1c2ccccc2c2ccccc21)/c1ccco1
(44) Cc1[nH]c2ccc(Br)cc2c(=O)c1CN1CCOCC1
(45) Cc1ccc(CS(=O)(=O)Cc2ccc(C(=O)NCCCN3CCOCC3)o2)cc1
(46) CC(C)CCOCC(=O)Nc1cccc(C(=O)O)c1
(47) CN(C)c1ccc(P(=O)(Nc2ccccc2)N2CCOCC2)c(NC(=O)c2cccs2)c1 (configuration not stated)
(48) COC(=O)c1nn(-c2ccc(OC)cc2)c(=O)cc1Oc1ccccc1
(49) O=S(=O)(c1cccc(-c2nc3n(n2)Cc2ccccc2-3)c1)N1CCCCC1
(50) Cc1nn(C)cc1CN(C)C(=O)CC12CC3CC(CC(C3)C1)C2

assay / compound,41,42,43,44,45,46,47,48,49,50
SMN2 splice up,8%,-5%,?,6%,-2%,14µM*,1%,-1%,-16%,·
HTT cytoprotect,-11%[10 µM],-27%[10 µM],2%,-28%,-16%,-8%,7%[10 µM],-6%,13%,1%[10 µM]
Lamin A splicing,-1%,-10%,3%,3%,4%[0.0737 µM],12%,-5%,1%,-1%[0.0737 µM],-2%
IMPase Li cell,-3%,3%,38%[activator][38.3 µM],-1%[38.3 µM],-4%[38.3 µM],-20%[38.3 µM],-3%,-6%[38.3 µM],7%[38.3 µM],6%
CBFb RUNX1 block,2%,0%,-21%,3%,2%,11%,-4%,5%,-2%,-1%
HttQ103 aggreg,2%,-22%,-7%,2%,-22%,-7%,-12%,4%,-1%,6%
KinaseGlo FLuc,1%,0%,0%,1%,0%,-4%,1%,-4%,2%,0%

(51) Cc1ccc(-c2cc(C(=O)NCc3ccccn3)c3ccccc3n2)cc1C
(52) O=C(CC1(O)C(=O)N(Cc2ccccc2)c2ccccc21)c1ccc2c(c1)OCO2 (configuration not stated)
(53) CC(C)Oc1cccc(-n2c(CCc3c[nH]c4ccc(Br)cc34)nc3ccccc3c2=O)c1
(54) CN(Cc1nccn1C)C(=O)CC1C(=O)NCCN1Cc1cccc(Oc2ccccc2)c1 (configuration not stated)
(55) O=C(Cc1ccccc1)NC(NC(=O)Cc1ccccc1)c1cccc([N+](=O)[O-])c1

assay / compound,51,52,53,54,55
SMN2 splice up,13µM*,-6%,·,·,-32%[inhibitor]
HTT cytoprotect,-42%[10 µM],-9%[10 µM],9%,6%[10 µM],-15%
Lamin A splicing,?,-2%,·,·,·
IMPase Li cell,54%[activator][38.3 µM],8%[38.3 µM],10%,3%,1%
CBFb RUNX1 block,-9%,3%,-6%[21.7 µM],-3%,7%
HttQ103 aggreg,?,-1%,·,-2%[9.22 µM],?
KinaseGlo FLuc,-13%,-5%,-1%,·,-2%

Exported as a markdown table: part of the list above
| # | Compound | SMN2 splice up | HTT cytoprotect | Lamin A splicing | IMPase Li cell | CBFb RUNX1 block | HttQ103 aggreg | KinaseGlo FLuc |
| --- | --- | --- | --- | --- | --- | --- | --- | --- |
| 53 | CC(C)Oc1cccc(-n2c(CCc3c[nH]c4ccc(Br)cc34)nc3ccccc3c2=O)c1 | · | 9% | · | 10% | -6%[21.7 µM] | · | -1% |
| 52 | O=C(CC1(O)C(=O)N(Cc2ccccc2)c2ccccc21)c1ccc2c(c1)OCO2 (configuration not stated) | -6% | -9%[10 µM] | -2% | 8%[38.3 µM] | 3% | -1% | -5% |
| 54 | CN(Cc1nccn1C)C(=O)CC1C(=O)NCCN1Cc1cccc(Oc2ccccc2)c1 (configuration not stated) | · | 6%[10 µM] | · | 3% | -3% | -2%[9.22 µM] | · |
